AP complement: orthogonal test for alternative complement pathway inhibitors; Human serum alternative complement pathway, LPS-coated ELISA, C3 deposition; tested in compound mixtures; inhibition, % at 5 µM; actives 0.08% (n = 62,000); AID 1235;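 active = inhibition above 30% in each of the two pooled mixtures holding the compound, so the lower value exceeds 30%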;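 note: 0% = serum in Mg-EGTA without compound and 100% = EDTA serum blank; some compounds past the cut are filed as inactive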
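Test system – human serum alternative complement pathway, C3 deposition on LPS-coated wells · Buffer or medium – diluted human serum in Mg2+-EGTA GVB++ · Compound dosing – 5 µM each compound, pools of ten, 50 µM per pool · Schedule – 1 h serum-compound exposure at 37 °C · Measured by – Anti-C3 ELISA, OD 450 nm · Read-out basis – percent inhibition of C3 deposition onto LPS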
PKA kinase inh: blocks human protein kinase A activity. PKA Kemptide phosphorylation, Kinase-Glo ATP luminescence. inhibition, % at 6 µM. actives 0.1% (n = 65,000). AID 524;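 active = inhibition above the screen-wide mean inhibition plus 3 SD, cut at about 21% in these data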; note: many of its hits are not listed in these tables
CatB inh: blocks human cathepsin B protease activity | P07858 | purified cathepsin B, fluorogenic substrate, fluorescence | inhibition, %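 (tested at 10 µM)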 | actives 0.1% (n = 63,000); in the data active = inhibition above about 21%;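 note: 0% = enzyme with no compound and 100% = no enzyme blank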
CatS block: blocks human cathepsin S protease activity; P25774; recombinant cathepsin S, AMC dipeptide fluorescence, pooled mixtures; inhibition, %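 (tested at 5 µM per compound within 10-compound mixtures)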; actives 0.06% (n = 62,000); in the data active = inhibition above about 32%, passing the limit was not always enough; inconclusive = no clear call, values can overlap the other calls;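 note: 0% = enzyme without compound and 100% = blank without enzyme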
ROCK2 inh: ROCK2 (human) kinase inhibition | purified ROCK2, Kinase-Glo ATP depletion luminescence | inhibition, % at 6 µM | actives 0.35% (n = 60,000);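 active = inhibition above the screen-wide mean inhibition plus 3 SD, cut at about 18% in these data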;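 note: plate controls were DMSO wells for no effect and Y-27632 control wells after no-enzyme background subtraction for full effect; many of its hits are not listed in these tables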
Target sequence (O75116 whole entry, looked up): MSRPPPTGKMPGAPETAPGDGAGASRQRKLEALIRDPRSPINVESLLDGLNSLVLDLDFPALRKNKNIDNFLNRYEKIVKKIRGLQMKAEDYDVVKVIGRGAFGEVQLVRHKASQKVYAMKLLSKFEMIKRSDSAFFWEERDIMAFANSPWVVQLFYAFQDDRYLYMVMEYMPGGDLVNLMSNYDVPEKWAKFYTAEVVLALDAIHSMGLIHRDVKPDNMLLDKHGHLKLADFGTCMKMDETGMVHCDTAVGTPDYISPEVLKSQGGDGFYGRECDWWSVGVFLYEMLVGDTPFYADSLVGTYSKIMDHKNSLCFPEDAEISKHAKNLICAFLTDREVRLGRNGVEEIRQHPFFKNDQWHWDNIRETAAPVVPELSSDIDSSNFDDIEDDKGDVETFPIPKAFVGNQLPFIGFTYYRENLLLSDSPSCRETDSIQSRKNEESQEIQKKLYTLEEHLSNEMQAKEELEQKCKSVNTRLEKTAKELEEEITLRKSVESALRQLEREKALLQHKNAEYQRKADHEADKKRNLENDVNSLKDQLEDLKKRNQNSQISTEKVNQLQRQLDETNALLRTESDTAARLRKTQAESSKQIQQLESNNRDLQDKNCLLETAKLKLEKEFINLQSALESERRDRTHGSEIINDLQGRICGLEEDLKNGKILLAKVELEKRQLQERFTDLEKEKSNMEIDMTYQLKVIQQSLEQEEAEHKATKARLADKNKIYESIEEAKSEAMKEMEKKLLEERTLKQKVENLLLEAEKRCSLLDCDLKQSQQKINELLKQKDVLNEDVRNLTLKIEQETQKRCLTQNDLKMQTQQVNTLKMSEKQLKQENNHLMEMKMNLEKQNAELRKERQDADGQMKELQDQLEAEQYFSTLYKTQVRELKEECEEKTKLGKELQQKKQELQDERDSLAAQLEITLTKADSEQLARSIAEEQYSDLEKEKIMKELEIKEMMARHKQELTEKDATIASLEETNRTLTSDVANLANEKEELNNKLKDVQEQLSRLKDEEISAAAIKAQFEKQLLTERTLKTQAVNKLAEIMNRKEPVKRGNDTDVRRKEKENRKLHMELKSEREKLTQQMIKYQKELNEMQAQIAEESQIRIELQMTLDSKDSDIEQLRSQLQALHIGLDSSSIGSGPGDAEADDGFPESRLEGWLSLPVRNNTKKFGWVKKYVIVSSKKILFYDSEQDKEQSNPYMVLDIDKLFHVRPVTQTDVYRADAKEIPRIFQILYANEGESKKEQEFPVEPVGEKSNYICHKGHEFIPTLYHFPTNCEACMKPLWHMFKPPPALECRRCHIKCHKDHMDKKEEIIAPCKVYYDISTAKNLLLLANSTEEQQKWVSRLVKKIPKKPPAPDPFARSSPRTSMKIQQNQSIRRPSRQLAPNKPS
RORa activator: RORA (human) activation. P35398. activation, % at 10 µM. AID 560. CHO-K1 Gal4-RORA LBD luciferase reporter, luminescence; percent increase over mock-subtracted basal signal. actives 1.5% (n = 65,000);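 active = activation above the mean of all tested compounds plus 3 SD, cut at about 49% in these data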;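 note: 0% = DMSO-treated RORA cells and 100% = added signal equal to DMSO minus mock-transfected cells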
CatB mix inh: human cathepsin B inhibition by mixtures. inhibition, %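 (ten-compound pools at 5 µM per compound and 50 µM total)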. actives 0.06% (n = 62,000). Purified cathepsin B, AMC dipeptide fluorescence, compound mixtures. AID 488; in the data active = inhibition above about 22%, passing the limit was not always enough; inconclusive = no clear call, values can overlap the other calls;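 note: 0% = enzyme without compound and 100% = no enzyme blank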
E coli RNAP: blocks E. coli RNA polymerase transcription. P0A8V2. fluorescence transcription assay. actives 0.2% (n = 62,000). inhibition, %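 (tested at 10 µM)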; in the data active = inhibition above about 20%;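 note: 0% = enzyme without compound and 100% = no enzyme blank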
JNK3 inh: inhibitors of human JNK3 kinase. purified JNK3 kinase activity, HTS. inhibition, % at 8 µM. actives 0.61% (n = 60,000). AID 746; in the data active = inhibition above about 17%;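 note: 0% = DMSO and 100% = reference inhibitor; many of its hits are not listed in these tables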
* marks the source's active call; other numbers are inactive results.

Screening O=C(CSc1nnc(CNC(=O)c2ccccc2F)o1)Nc1ccc2c(c1)OCCO2 returned AP complement 8, PKA kinase inh -1, CatB inh 2, CatS block 3, RORa activator 24, CatB mix inh 3 and E coli RNAP 4.
For CS(=O)(=O)N(CCc1ccccc1)CC(=O)NCc1ccco1 the results were AP complement 10, PKA kinase inh 2, CatB inh -4, CatS block -4, ROCK2 inh 3, RORa activator 14, CatB mix inh 3, E coli RNAP 1 and JNK3 inh 7.
`Cc1cc(C)n(CC(=O)N2c3ccccc3Sc3ccccc32)n1` gave PKA kinase inh 8, CatB inh 3, ROCK2 inh 16, RORa activator -18, E coli RNAP 5 and JNK3 inh -6.
For COc1ccc(S(=O)(=O)Nc2cc(C)c(O)cc2C(C)C)cc1 the results were AP complement 24, PKA kinase inh 2, CatB inh 5, CatS block -18, ROCK2 inh 5, RORa activator -3, CatB mix inh -3, E coli RNAP 6 and JNK3 inh -1.
`COC(=O)c1cc(NS(=O)(=O)c2ccc(OC)c(OC)c2)ccc1Cl` gave AP complement 6, PKA kinase inh 5, CatB inh -1, CatS block 4, ROCK2 inh 9, RORa activator -4, CatB mix inh 6, E coli RNAP 9 and JNK3 inh 0.
`CCOC(=O)CSc1cn2c(n1)CCC2` gave AP complement 9, PKA kinase inh 5, CatB inh 1, CatS block -6, ROCK2 inh 0, RORa activator 2, CatB mix inh 4, E coli RNAP 5 and JNK3 inh -9.
`O=S(=O)(Nc1ccncc1)c1ccccc1` gave AP complement 14, PKA kinase inh 5, CatB inh 2, CatS block -5, ROCK2 inh 3, RORa activator -12, CatB mix inh 3, E coli RNAP -2 and JNK3 inh -2.
`Cc1csc(NC(=O)CSc2nnc(Cc3cccn3C)n2-c2ccc(F)cc2)n1` gave AP complement -17, PKA kinase inh 3, CatB inh 3, CatS block inconclusive, ROCK2 inh 8, RORa activator -3, CatB mix inh 4, E coli RNAP 3 and JNK3 inh -3.
Screening CCCC1C(c2ccccc2)C(C#N)(C#N)C2(C#N)CC1(N)NC2=O (stereo not given) returned AP complement -1, PKA kinase inh 5, CatB inh 3, CatS block 9, ROCK2 inh 1, RORa activator 6, CatB mix inh 2 and JNK3 inh 1.
CC1=C(C)C(=O)NC(Nc2nc(C)c3cc(C)cc(C)c3n2)N1 (stereo not given) was read as AP complement 0, PKA kinase inh 4, CatB inh 5, CatS block 13, ROCK2 inh 4, RORa activator -5, CatB mix inh 7, E coli RNAP 12 and JNK3 inh -6.
CCOC(=O)c1c(C)[nH]c(NC(=O)Nc2c(C)n(C)n(-c3ccccc3)c2=O)c1C was read as AP complement 4, PKA kinase inh 0, CatB inh 3, CatS block -1, ROCK2 inh 2, RORa activator -8, CatB mix inh 4, E coli RNAP 0 and JNK3 inh 3.
For CC1(C)C(c2cccs2)=[N+]([O-])C2(CCCCC/C2=N\O)N1O (stereo not given) the results were AP complement 8, PKA kinase inh 6, CatB inh -3, CatS block -5, ROCK2 inh 4, RORa activator -1, CatB mix inh 6, E coli RNAP 4 and JNK3 inh -1.
Screening COc1cccc(CNC(=O)Nc2cccs2)c1 returned AP complement -1, PKA kinase inh 8, CatB inh 2, CatS block 4, ROCK2 inh 4, RORa activator 18, CatB mix inh -6, E coli RNAP 1 and JNK3 inh -1.
For Cc1c2c(nc3nc4ccccc4n13)CC(C)(C)CC2=O the results were AP complement 2, PKA kinase inh -3, CatB inh 2, CatS block 1, ROCK2 inh 3, RORa activator -10, CatB mix inh 3, E coli RNAP 13 and JNK3 inh -6.
`Cc1ccc(-c2oc3ncnc(N)c3c2-c2ccc(C)cc2)cc1` gave PKA kinase inh 7, ROCK2 inh 6, RORa activator -4 and JNK3 inh -6.
Screening CCOc1ccc(/C=N/n2cnnc2)cc1 returned AP complement -3, PKA kinase inh 13, CatS block -7, ROCK2 inh 6, RORa activator 5, CatB mix inh 1, E coli RNAP 6 and JNK3 inh 1.
For CCC(=O)N1CCc2cc(S(=O)(=O)CCC(=O)Nc3cccc(F)c3)ccc21 the results were AP complement 12, PKA kinase inh 3, CatB inh 4, CatS block 2, ROCK2 inh 3, RORa activator -19, CatB mix inh 6, E coli RNAP 5 and JNK3 inh -4.
`Cc1c(-c2ccccc2)[n+](=O)c(-c2ccco2)c(C)n1[O-]` gave AP complement -4, PKA kinase inh 7, CatB inh 3, CatS block 7, ROCK2 inh 8, RORa activator 4, CatB mix inh 3, E coli RNAP 10 and JNK3 inh 2.
Screening O=C(Nc1nc(-c2ccc(S(=O)(=O)N3CCCC3)cc2)cs1)C1COc2ccccc2O1 (stereo not given) returned AP complement 2, PKA kinase inh 12, CatB inh 7, CatS block -6, ROCK2 inh 5, RORa activator 5, CatB mix inh 4, E coli RNAP 6 and JNK3 inh -1.
C#CCn1c(=NC(=O)c2cccs2)sc2cccc(OC)c21 was read as AP complement 23, PKA kinase inh 7, CatB inh 3, CatS block -8, ROCK2 inh 6, RORa activator 79*, CatB mix inh 5, E coli RNAP 2 and JNK3 inh 4.
Screening CCOCCn1c(=O)c2c(nc3n2CCN3c2ccc(CC)cc2)n(C)c1=O returned AP complement 6, PKA kinase inh -1, CatB inh -5, CatS block -3, ROCK2 inh 3, RORa activator -5, CatB mix inh 4, E coli RNAP 0 and JNK3 inh -4.
For Cc1c(C(=O)OCC2CCCO2)[nH]c2c1C(=O)CC(c1ccco1)C2 (stereo not given) the results were AP complement 13, PKA kinase inh 9, CatB inh 2, CatS block -3, ROCK2 inh 8, RORa activator 56*, CatB mix inh 3, E coli RNAP 12 and JNK3 inh 7.
Screening COc1ccc2oc(C(=O)C3CC3)c(NC(=O)CCCN3C(=O)c4ccccc4C3=O)c2c1 returned AP complement 19, PKA kinase inh -6, CatB inh 0, CatS block -4, ROCK2 inh 2, RORa activator -2, CatB mix inh 2, E coli RNAP -1 and JNK3 inh 6.
COc1ccc2[nH]c(=O)c(CN(Cc3ccc4c(c3)OCO4)C(C)=O)cc2c1 was read as AP complement -30, PKA kinase inh 8, CatB inh -2, CatS block 5, ROCK2 inh 1, RORa activator -1, CatB mix inh -3, E coli RNAP 2 and JNK3 inh 5.
`CCOC(=O)CCc1c(C)nc(SCC(=O)O)c(C#N)c1C` gave AP complement 26, PKA kinase inh 3, CatB inh 0, CatS block -3, ROCK2 inh 0, RORa activator 13, CatB mix inh 7, E coli RNAP 3 and JNK3 inh -5.
Screening Cc1cc(C)c(S(=O)(=O)NCc2cn3c(C)csc3n2)cc1C returned AP complement 12, PKA kinase inh 1, CatB inh 1, CatS block -2, ROCK2 inh 4, RORa activator -15, CatB mix inh 2, E coli RNAP 15 and JNK3 inh -4.
COCCCNC(=O)c1ccc(CS(=O)(=O)c2ccc(Br)cc2)o1 was read as AP complement 10, PKA kinase inh -6, CatB inh 4, CatS block 23, ROCK2 inh 1, RORa activator -8, CatB mix inh 4, E coli RNAP 8 and JNK3 inh -4.
`O=C(OCC(=O)N1CCN(C(=O)c2ccco2)CC1)c1ccccc1C(=O)c1ccccc1` gave AP complement -11, PKA kinase inh 12, CatB inh 1, CatS block -2, ROCK2 inh 6, RORa activator 0, CatB mix inh -6, E coli RNAP -5 and JNK3 inh 4.
For Clc1cccc(CSc2nnc([C@@H]3CCCN3)o2)c1 the results were AP complement 12, PKA kinase inh 4, CatB inh 7, CatS block 16, RORa activator -6, CatB mix inh 7 and E coli RNAP -2.
CC1Cc2ccccc2N1C(=O)CSc1nc(-c2ccco2)cc(C(F)(F)F)n1 (stereo not given) was read as AP complement -10, PKA kinase inh -2, CatB inh 0, CatS block 16, ROCK2 inh 4, RORa activator 28, CatB mix inh 5, E coli RNAP 8 and JNK3 inh -8.

Already shown: 2 of the compounds above.
For Clc1cccc(CSc2nnc([C@@H]3CCCN3)o2)c1 the results were AP complement 12, PKA kinase inh 4, CatB inh 7, CatS block 16, RORa activator -6, CatB mix inh 7 and E coli RNAP -2.
CC1Cc2ccccc2N1C(=O)CSc1nc(-c2ccco2)cc(C(F)(F)F)n1 (stereo not given) was read as AP complement -10, PKA kinase inh -2, CatB inh 0, CatS block 16, ROCK2 inh 4, RORa activator 28, CatB mix inh 5, E coli RNAP 8 and JNK3 inh -8.

(more compounds)
Screening CC(C)C1(C)C(=O)N=C2c3ccccc3C(=O)N21 (stereo not given) returned AP complement 13, PKA kinase inh 2, CatB inh -7, CatS block -4, ROCK2 inh 1, RORa activator -27, CatB mix inh 4, E coli RNAP 1 and JNK3 inh 5.
`CCOC(=O)/C(C#N)=C1/C=Cc2ccccc2N1CC` gave AP complement 20, PKA kinase inh 6, CatB inh 7, CatS block -3, ROCK2 inh 6, RORa activator -1, CatB mix inh 1, E coli RNAP -3 and JNK3 inh -1.
Cc1ccc2nc3c(cc(C#N)c(=O)n3-c3nccs3)c(=O)n2c1 was read as AP complement 19, PKA kinase inh -6, CatB inh -18, CatS block -2, ROCK2 inh -2, RORa activator -19, CatB mix inh -4, E coli RNAP -29 and JNK3 inh -3.
`COc1ccc(S(=O)(=O)N(C)CC(=O)N2CCCCC2)cc1Cl` gave AP complement 10, PKA kinase inh 3, CatB inh 5, CatS block 20, ROCK2 inh 6, RORa activator -6, CatB mix inh 6, E coli RNAP 5 and JNK3 inh 5.
`CCOC(=O)c1ccc(NC(=O)N2CCN(CCc3ccccc3)CC2)cc1` gave AP complement 19, PKA kinase inh 5, CatB inh -1, CatS block -2, ROCK2 inh 4, RORa activator -1, CatB mix inh 6, E coli RNAP 4 and JNK3 inh -3.
CCn1c(C)c2c(C)nnc(C)c2c1C was read as AP complement 11, PKA kinase inh 9, CatB inh 4, CatS block -11, RORa activator 0, CatB mix inh -7 and E coli RNAP -3.
`COC(=O)c1[nH]c2cc(OC)ccc2c1NC(=O)CCN1CCCCC1` gave AP complement -6, PKA kinase inh -4, CatB inh 3, CatS block 1, ROCK2 inh 8, RORa activator -8, CatB mix inh 2, E coli RNAP -4 and JNK3 inh 0.
`CCOC(=O)CSc1nc2cc(OC)ccc2cc1C#N` gave AP complement -15, PKA kinase inh 3, CatB inh 3, CatS block -3, ROCK2 inh 2, RORa activator 68*, CatB mix inh 4, E coli RNAP 4 and JNK3 inh -2.
Screening Cc1ccc(-n2nc(C)c3c2OC(N)=C(C#N)C3c2ccc(F)cc2)cc1 (stereo not given) returned AP complement 1, PKA kinase inh 5, CatB inh 3, CatS block 18, ROCK2 inh 2, RORa activator 17, CatB mix inh 4, E coli RNAP 12 and JNK3 inh -5.
`O=C(Nc1ccccc1C(=O)OCn1nnc2ccccc2c1=O)c1ccco1` gave AP complement 14, PKA kinase inh -7, CatB inh 5, CatS block 13, RORa activator 15, CatB mix inh 3 and E coli RNAP -2.
CC1CCN(Cc2nc3c(c(=O)n(C)c(=O)n3C)n2Cc2c(F)cccc2Cl)CC1 was read as PKA kinase inh 11, ROCK2 inh 7, RORa activator -12 and JNK3 inh 4.
For CCN(CC)C(=O)CN1CCN(c2ncccn2)CC1 the results were AP complement -14, PKA kinase inh 7, CatB inh 5, CatS block -3, ROCK2 inh 0, RORa activator 2, CatB mix inh -1, E coli RNAP -2 and JNK3 inh 2.
For CC(=O)NC1CSCC1OC(C)=O (stereo not given) the results were AP complement -2, PKA kinase inh 3, CatB inh 0, CatS block -1, ROCK2 inh 4, RORa activator 3, CatB mix inh -3, E coli RNAP -3 and JNK3 inh -2.
For O=S(=O)(NC1=NCCC1)c1cccs1 the results were AP complement 5, PKA kinase inh 10, CatB inh 2, CatS block -11, ROCK2 inh 4, RORa activator 4, CatB mix inh 1, E coli RNAP 5 and JNK3 inh -2.

Bioassay records (PubChem BioAssay)

A portion of the library, so the mix of outcomes need not match the whole.
